# Screening results as filed in PubChem.
# Fibroblast inh: blocks proliferation of human lung fibroblasts; LL 47 human lung fibroblast viability, ATP luminescence; hits give low values; viability, % at 10 µM; 85,000 tested, 1.1% active;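 active means viability at or below 50% in the single dose screen; inactive means viability above 50%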;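 further: compound exposure lasted 72 h before the ATP readout; 100% = median luminescence of untreated cell-only wells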
#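 Assay system: human lung fibroblast line LL 47, low passage. Input: 1,150 fibroblasts seeded per well. Times: overnight cell rest, 72 h compound treatment at 37 °C. Evaluation: % viability of median cell-only signal. Technique: luminescent ATP detection, CellTiter-Glo. Control set: cell-only wells, no compound.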
# HUVEC inhibit: human endothelial cell proliferation inhibition | HUVEC proliferation, CellTiter-Glo luminescence, 72 h; hits give low values | viability, % at 10 µM (by protocol) | 86,000 tested, 1.1% active | AID 648;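 active means viability at or below 30%; inactive means viability above 30%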;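 further: 100% = median luminescence of DMSO-only cell control wells on each plate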
# PostGolgi ctrl: growth of the yeast control strain, post-Golgi counter-screen | efflux-deficient yeast background strain, growth absorbance A615, 16 h | inhibition, % at 10 µM | 98,000 tested, 5% active | AID 738
# Ecoli WT expand: growth inhibitors of E. coli BW25113 wild type | 98,000 tested, 0.15% active | growth inhibition, % at 100 µM | OD600 absorbance;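 active means growth inhibition above about 50% at one test dose, limit read from the data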;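 further: growth measured after 20 h incubation at 37 °C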
# S1P2 agonist: activates the human S1P2 receptor; AID 729; O95136; S1P2-expressing cell line, agonist reporter read-out; 97,000 tested, 0.46% active; activation, % at 4.5 µM; in the data active means activation above about 16%;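 further: 0% = vehicle low control and 100% = maximal reference agonist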
# Target sequence (O95136 whole entry, looked up): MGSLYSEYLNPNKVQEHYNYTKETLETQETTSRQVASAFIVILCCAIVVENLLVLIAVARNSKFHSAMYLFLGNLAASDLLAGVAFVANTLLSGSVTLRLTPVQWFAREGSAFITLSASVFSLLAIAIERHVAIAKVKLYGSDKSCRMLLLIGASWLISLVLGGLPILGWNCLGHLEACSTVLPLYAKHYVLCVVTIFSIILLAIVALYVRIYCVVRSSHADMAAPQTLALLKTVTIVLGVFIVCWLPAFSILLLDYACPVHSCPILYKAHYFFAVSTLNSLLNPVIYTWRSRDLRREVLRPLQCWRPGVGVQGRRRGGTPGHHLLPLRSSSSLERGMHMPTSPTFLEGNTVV
# H69AR growth 86K: growth inhibitors of human H69AR lung tumor cells; H69AR lung tumor viability, ATP luminescence, 72 h; hits give low values; viability, % at 10 µM; 85,000 tested, 6% active;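 active means viability at or below 40%; inactive means viability above 40%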;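 further: multidrug resistant small cell line overexpressing MRP-1 efflux transporter; 100% = mean luminescence of untreated control wells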
# PostGolgi yeast: growth inhibition of a yeast mutant, post-Golgi transport screen | AID 739 | 98,000 tested, 0.9% active | inhibition, % at 10 µM | post-Golgi transport phenotypic cell assay;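 further: yeast cells grown in 1536-well plates; yeast grown about 18 h at 30C before absorbance read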
# hDAT+cocaine: human DAT dopamine uptake with cocaine, either direction; Q01959; LLC-PK1 hDAT cells, [14C]-dopamine uptake with cocaine IC80; actives deviate in either direction; B-score at 10 µM; 110,000 tested, 1.3% active; AID 449768;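 active means Z score or B-score, a plate-position-corrected score, falls beyond the plate's 99.7% confidence bounds, in either direction; inactive means both scores lie inside the 99.7% bounds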;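 further: scored against the spread of the other compound wells on the same plate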
# Target sequence (Q01959 whole entry, looked up): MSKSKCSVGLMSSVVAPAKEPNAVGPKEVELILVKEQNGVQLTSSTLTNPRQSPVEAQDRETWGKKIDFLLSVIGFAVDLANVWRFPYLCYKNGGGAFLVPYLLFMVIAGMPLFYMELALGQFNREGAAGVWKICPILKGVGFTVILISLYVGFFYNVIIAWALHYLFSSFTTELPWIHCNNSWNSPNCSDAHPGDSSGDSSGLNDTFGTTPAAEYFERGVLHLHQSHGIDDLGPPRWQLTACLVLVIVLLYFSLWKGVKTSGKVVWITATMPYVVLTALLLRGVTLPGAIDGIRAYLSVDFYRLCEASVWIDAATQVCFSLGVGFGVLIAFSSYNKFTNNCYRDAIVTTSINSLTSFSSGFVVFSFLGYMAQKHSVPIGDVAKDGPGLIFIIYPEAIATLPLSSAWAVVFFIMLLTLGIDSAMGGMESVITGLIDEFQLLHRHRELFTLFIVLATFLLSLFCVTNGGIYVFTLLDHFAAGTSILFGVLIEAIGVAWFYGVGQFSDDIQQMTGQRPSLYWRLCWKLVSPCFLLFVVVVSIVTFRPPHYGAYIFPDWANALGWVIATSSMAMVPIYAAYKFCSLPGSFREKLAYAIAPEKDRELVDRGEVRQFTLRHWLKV
# S1P2 antag: S1P2 (human) receptor antagonism; O95136; 97,000 tested, 0.21% active; AID 736; inhibition, % at 5 µM; cell-based S1P2 antagonist assay, inhibition at 5 uM; in the data active means inhibition above about 45%;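 further: CRE beta-lactamase reporter cells expressing human S1P2 stimulated with S1P; 0% = agonist at EC80 alone and 100% = agonist plus reference antagonist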
# * hit, by the source's call; / = not tested or not shown. Unless noted, no stated cut-off is given here; in the data, active means inhibition above about 30%; inactive means the rest. Random draw from the library; overall some 11% were active at least once.
SMILES,Fibroblast inh,HUVEC inhibit,PostGolgi ctrl,Ecoli WT expand,S1P2 agonist,H69AR growth 86K,PostGolgi yeast,hDAT+cocaine,S1P2 antag
COc1cc(Nc2ccc(C)cc2)c([N+](=O)[O-])nc1[N+](=O)[O-],39*,42,/,/,-8,6.2*,/,-0.31,-7
CCCn1nnnc1SCC(=O)N1CCOCC1,103,105,-10,0,-7,109,0,-0.13,17
Cc1cc(C)n2nc(C(=O)OCCOc3ccc(Br)cc3)nc2n1,95,86,3,6,/,99,-10,-0.33,/
O=C(COC(=O)c1ccco1)NC1CCCCC1,98,99,14,-2,-9,96,1,0.19,12
Cc1cc(C)nc(-n2nc(C)c(C3(O)C(=O)Nc4ccccc43)c2N)n1 (configuration not stated),94,99,4,-13,/,80,12,-0.18,/
CC(C)c1ccc(CNCc2ccccc2)cc1,/,/,5,18,-6,/,17,0.82,24
COc1ccc(-n2c(Cc3cccn3C)nnc2SCC(=O)NCc2ccccc2Cl)cc1,100,84,8,-4,/,74,1,1.3,/
Cc1ccc(-n2c(-c3cccc(C)c3)n[nH]c2=S)cc1,102,98,10,5,-4,97,-9,0.48,-8
Cc1ccc(NC(=O)c2nc(C)n(-c3ccc([N+](=O)[O-])cc3)n2)cc1,/,/,17,-5,-2,/,12,-0.52,-5
COc1ccc(NC(=O)Nc2cc(C)ccc2F)cc1,101,95,5,-2,-5,97,9,0.82,-6
N/C(=N\OC(=O)Nc1ccc(Cl)c(Cl)c1)c1ncc(C(F)(F)F)cc1Cl,97,60,13,8,-6,19*,3,0.44,-89
O=C(Cn1cc(C(=O)C2CC2)c2ccccc21)NCC1CCCO1 (configuration not stated),103,90,2,5,-4,81,-5,-0.92,8
O=C(c1ccco1)N1CCN(C(=O)C2CCN(S(=O)(=O)c3cnc[nH]3)CC2)CC1,100,95,4,-2,/,95,0,0.2,/
O=C(CCOc1ccccc1)N1CCN(S(=O)(=O)c2cccs2)CC1,96,106,5,-1,-2,94,-6,-0.52,-9
Cc1nnc(-c2cnn(-c3ccccc3)c2N)n1Cc1cccc(C(F)(F)F)c1,/,/,3,0,-6,/,8,2,17
C=CCOc1ccc(Oc2cc(C)nc(SC)n2)nn1,103,87,/,/,-4,94,/,0.19,-3
Cc1ccc(Cl)cc1N1CCN(C(=O)CCC(=O)O)CC1,101,96,3,2,/,102,3,-3*,/
COCCCN1C(=O)c2[nH]nc(-c3cc(C)cc(C)c3O)c2C1c1ccc(O)c(OC)c1 (configuration not stated),90,84,-4,-1,-7,78,2,2.2,3
CCOc1ccccc1C(=O)NCCCN1CCN(CCCNC(=O)c2ccccc2OCC)CC1,103,84,-2,-1,/,64,-3,-0.49,/
CCOC(CNC(=O)CCc1c(C)nc2nc(C)nn2c1C)OCC,103,96,0,-4,-9,63,1,0.072,2
c1ccc(C(c2nnnn2C2CCCC2)N2CCN(c3ccccc3)CC2)cc1 (configuration not stated),96,98,/,/,-4,91,/,-0.29,8
Cc1ccc(-n2c(N)c(C#N)c(-c3ccc(Cl)cc3)c(C#N)c2=O)cc1,/,/,-7,-3,2,/,-1,0.028,-22
Cc1c(C(=O)N2CCCC2)sc(NC(=O)c2ccc(Cl)cc2)c1C#N,109,83,/,/,-4,96,/,-0.14,-5
COc1ccc(C2C(=O)N(C3CCCCC3)CC(=O)N2CC2COc3ccccc3O2)cc1 (configuration not stated),/,/,16,-6,-4,/,-11,0.004,8
CC(C)CC(=O)NC1(C(F)(F)F)C(=O)Nc2c1c(=O)n(C)c(=O)n2C (configuration not stated),100,112,7,-5,-10,102,4,-0.073,12
# The listing continues.
SMILES,Fibroblast inh,HUVEC inhibit,PostGolgi ctrl,Ecoli WT expand,S1P2 agonist,H69AR growth 86K,PostGolgi yeast,hDAT+cocaine,S1P2 antag
CCSc1ncnc2c1oc1ccccc12,99,94,1,4,-3,87,-9,1.2,-33
COc1cc(OC)cc(C(=O)Nc2ccc3c(c2)COC3=O)c1,103,67,12,8,-4,95,-4,-0.49,-5
Cc1cc(NC(=O)CN2CCN(S(=O)(=O)c3ccc4ccccc4c3)CC2)no1,102,99,7,-14,-5,66,-4,0.99,2
CCCc1nc(SCC(=O)N2CCc3ccccc32)c2c(C)c(C)sc2n1,/,/,11,-6,-3,/,-5,/,12
COc1cc2c3c(c1)c(C1=NC(=S)NC1=O)c(O)n3C(C)(C)C=C2C,100,106,2,-1,-1,81,3,-1.1,-22
CCCC1S/C(=N/N=C/c2ccc(OC)cc2)N(Cc2ccccc2)C1=O (configuration not stated),99,107,-2,-35,-8,98,-8,-0.65,1
Cc1nc(C)c(C(=O)C2=C(O)C(=O)N(CCN(C)C)C2c2cccs2)s1 (configuration not stated),107,112,6,-6,-4,102,-5,-0.45,14
CCOc1cc(S(=O)(=O)N(CC)CC)ccc1F,105,108,4,7,-2,84,0,0.42,-4
Cn1c(=O)c2c(nc(SCc3ccccc3)n2Cc2ccc(Cl)cc2)n(C)c1=O,97,91,/,/,-5,87,/,0.34,-8
CCCC12CN3CC(C)(CN(C1)C3c1ccc(OC(C)C)cc1)C2=O (configuration not stated),103,103,11,-6,1,97,-6,-0.23,2
Cn1c(C(=O)NCCN2CCCCCC2)cc2c(=O)n(C)c3ccccc3c21,85,78,4,-8,-1,89,18,-0.069,-6
O=C1C(C=NCC2CCCO2)=C(O)c2ccccc21 (configuration not stated),91,83,15,6,-5,98,14,0.9,-1
COc1ccc(CCNS(=O)(=O)c2cn(C)c(=O)n(C)c2=O)cc1,101,94,17,-11,-4,98,4,-0.056,13
COc1ccc(C(c2nnnn2CCc2ccccc2)N2CCN(C3CCCC3)CC2)cc1OC (configuration not stated),99,113,18,-7,-5,94,8,0.037,21
Cc1nc2ccccc2c(=O)n1NC(=O)C1CCCCC1,103,99,-4,4,-5,98,-4,-0.064,5
CCn1cc([N+](=O)[O-])c(C(=O)N2N=C(c3ccc4ccccc4c3)CC2c2cc(Br)ccc2O)n1 (configuration not stated),88,10*,/,/,-8,14*,/,1,2
COCc1cc(=O)[nH]c(Nc2nc(C)c3ccccc3n2)n1,48*,84,12,1,8,27*,8,0.92,-17
Cc1ccc(-c2nnn(CC(=O)N(Cc3ccco3)C(C(=O)NC3CCCC3)c3cccs3)n2)o1 (configuration not stated),96,99,/,/,-6,94,/,0.79,-11
C/C=C(/C(=C/C)c1ccc(O)cc1)c1ccc(O)cc1,90,61,/,/,/,21*,/,0.46,/
Cc1cc(C)c2nc(C(F)(F)F)c(C#N)c(N)c2c1,95,41,26,-2,-6,40*,-1,0.87,-12
COc1cc2ccccc2cc1C(=O)O,106,97,0,-12,-3,101,-5,-0.14,-9
CCN(CC)C(=O)CSc1nnc(-c2ccccc2)o1,106,97,12,-1,-4,99,2,0.25,0
Cc1ccc(-c2noc(CCC(=O)NC3CCN(Cc4ccccc4)CC3)n2)cc1,99,95,14,2,-2,85,4,0.34,21
CCC(=O)N(Cc1cc2cc(OC)ccc2[nH]c1=O)c1ccc(C)cc1C,91,94,6,-1,-2,/,-8,1.8,25
N#CC(C(=O)OCc1ccccc1)c1nc2ccccc2nc1N1CCOCC1 (configuration not stated),98,100,21,-20,-3,72,5,0.32,2
# Other entries.
SMILES,Fibroblast inh,HUVEC inhibit,PostGolgi ctrl,Ecoli WT expand,S1P2 agonist,H69AR growth 86K,PostGolgi yeast,hDAT+cocaine,S1P2 antag
CCOC(=O)c1sc(NC(C)=O)cc1C,104,108,2,-3,/,94,-4,0.91,/
COc1ccc(C(=O)N(Cc2ccccc2)Cc2cc3cc4c(cc3[nH]c2=O)OCCO4)cc1,42*,28*,23,-7,-8,18*,-1,-0.44,3
CCCS(=O)(=O)N1CCCC(c2nc(-c3cccc(OC)c3)no2)C1 (configuration not stated),102,106,-2,-3,-5,99,-1,0.96,2
COc1ccc2oc(=O)c(C(=O)NCc3ccc4c(c3)OCO4)cc2c1,70,79,/,/,-2,60,/,-0.69,-12
CC(/C=C1\N=C(SCc2ccccc2Cl)SC1=O)=C\c1ccccc1,/,/,5,-23,-4,/,-1,-1.2,11
Cc1ccc(NC2=C(Cl)C(=O)OC2OC(=O)c2ccco2)cc1 (configuration not stated),92,65,6,4,-3,33*,-1,-0.31,-5
O=C(O)C1CC(=O)N(Cc2ccc3c(c2)OCO3)C1 (configuration not stated),93,96,5,-4,-2,88,-1,-1.3,5
CC(C)CCNC(=O)C1CCN(C(=O)N(C)C)CC1,99,96,8,-5,-8,99,10,-0.66,4
COCc1cc(C)nc(OCC(=O)N/N=C\c2cc(C)n(-c3cccc(C(F)(F)F)c3)c2C)c1C#N,/,/,2,-3,-2,/,-3,1.9,9
COc1ccc(NC(=O)Nc2ccc3nc(C)c(C)nc3c2)cc1,110,96,9,-15,-1,91,-8,-0.36,-24
CCCCCCNc1cc2n(c(=O)n1)CCc1cc(OC)c(OC)cc1-2,94,74,3,12,30*,85,3,0.91,-48
Cc1onc(-c2c(F)cccc2Cl)c1C(=O)OCC(=O)Nc1c(C)n(C)n(-c2ccccc2)c1=O,102,101,-6,-12,/,91,12,-0.43,/
COc1ccc(CNC(=O)c2noc3c2CCCC3)cc1,107,100,6,3,-3,97,-3,-1.4,1
CCCc1nc2ccccc2n1CCOc1ccccc1,89,99,9,3,1,76,8,/,-9
Cc1ccc(S(=O)(=O)NC(C)C(=O)NC2CCCCCC2)cc1 (configuration not stated),97,89,0,-2,-9,88,20,-1.4,-2
Cn1c2c(c(=O)n(C)c1=O)CN(Cc1ccc(F)cc1)CN2,/,/,1,-3,-4,/,1,0.32,-4
O=C1NC(c2cc3c(cc2Cl)OCO3)Oc2ccccc21 (configuration not stated),104,74,13,4,-3,33*,4,0.71,1
O=C(CSc1nnc(COc2ccccc2)n1-c1ccccc1)c1ccccc1,85,89,22,-11,-12,90,10,1,-4
C/C(=N\NC(=O)Cc1cccn1C)c1ccc2ccccc2c1,103,103,6,-10,-7,92,-8,0.57,-9
C=CCc1ccccc1OCC(CN1CCCCC1)OC(C)=O (configuration not stated),104,80,14,-3,-9,85,6,-0.31,24
CCCN(CCC)Cc1cc2ccccc2c2c1COC2,103,105,9,2,-3,87,4,-0.27,-12
O=C(Nc1ccccn1)c1ccc(COc2ccccc2Cl)o1,107,71,/,/,-5,95,/,1.4,-16
Cc1ccc(CCN2CC(C(=O)NCCCN3CCCCCC3)CC2=O)cc1 (configuration not stated),104,99,1,-3,-4,86,20,-0.2,9
Cc1nn(C)c(C)c1S(=O)(=O)N1CCC(C(=O)NC2CCCc3ccccc32)CC1 (configuration not stated),99,96,0,-1,-5,84,9,-0.25,20
CCOc1nc(-c2ccccc2)ccc1-c1noc(COC)n1,92,87,26,0,3,86,4,1.5,-6
COC(=O)C1C(=O)C2=C(CC1C)NC(=O)CC2c1ccccc1 (configuration not stated),107,107,0,4,1,102,-9,0.064,0

# Six compounds out of the list, sorted by SMILES length, ascending.
SMILES,Fibroblast inh,HUVEC inhibit,PostGolgi ctrl,Ecoli WT expand,S1P2 agonist,H69AR growth 86K,PostGolgi yeast,hDAT+cocaine,S1P2 antag
CCCc1nc2ccccc2n1CCOc1ccccc1,89,99,9,3,1,76,8,/,-9
C=CCc1ccccc1OCC(CN1CCCCC1)OC(C)=O (configuration not stated),104,80,14,-3,-9,85,6,-0.31,24
O=C(O)C1CC(=O)N(Cc2ccc3c(c2)OCO3)C1 (configuration not stated),93,96,5,-4,-2,88,-1,-1.3,5
C/C(=N\NC(=O)Cc1cccn1C)c1ccc2ccccc2c1,103,103,6,-10,-7,92,-8,0.57,-9
Cc1ccc(CCN2CC(C(=O)NCCCN3CCCCCC3)CC2=O)cc1 (configuration not stated),104,99,1,-3,-4,86,20,-0.2,9
Cc1nn(C)c(C)c1S(=O)(=O)N1CCC(C(=O)NC2CCCc3ccccc32)CC1 (configuration not stated),99,96,0,-1,-5,84,9,-0.25,20
